Screening data deposited in PubChem BioAssay by NCI.
NCI-60 one-dose screen, 48 h, at 10 µM unless noted. Numbers give growth in % (100 = growth as untreated, 0 = no growth, -100 = all killed).
HCC-2998 = HCC-2998 colon cancer; hit rate 4.7% among 79,000
PC-3 = PC-3 prostate cancer cells | AID 1794754 | hit rate 3.9% among 80,000
SNB-75 = SNB-75 CNS cancer | hit rate 5% among 79,000 | AID 1794750
SF-539 = SF-539 CNS cancer | hit rate 6.8% among 81,000 | AID 1794752
SW-620 = SW-620 colon cancer. hit rate 5.2% among 82,000. AID 1794795
HT29 = HT29 colon cancer; hit rate 7.4% among 81,000; AID 1794748
SNB-19 = SNB-19 CNS cancer cells; AID 1794751; hit rate 2.5% among 81,000
KM12 = KM12 colon cancer cells | hit rate 5% among 82,000
DU-145 = DU-145 prostate cancer | hit rate 4.2% among 81,000
* marks the source's active call; other numbers are inactive results; x = no result given. The calls were made as follows: active = growth percent below 10; inactive = the rest. The order is random. Share with any hit: about 11%.

structure | HT29 | KM12 | DU-145 | SF-539 | SW-620 | SNB-19 | HCC-2998 | PC-3 | SNB-75
C=CCCCCCCCCCC(C(=O)O)C(=O)O | 98 | 94 | 112 | 107 | 105 | 101 | 99 | 97 | 86
OC1(c2ccccc2)C(c2ccccc2)=C(c2ccccc2)c2ccccc21 (centres undefined) | 42 | 72 | 84 | 101 | 90 | x | 71 | 55 | 63
N#CC(C(=O)c1ccccc1)c1ccc(Cl)cc1 (centres undefined) | 108 | 103 | 112 | 104 | 95 | x | 107 | 90 | 90
CCOc1ccc(Cc2nccc3cc(OCC)c(OCC)cc23)cc1OCC | 25 | 49 | 77 | 66 | 39 | 63 | 52 | 53 | 100
COc1ccc(C2=N[C@@H](Cc3ccccc3)C(=O)c3c(nc4ccccn34)N2)cc1 | 117 | 100 | 111 | 97 | 100 | 103 | 96 | 92 | 77
COc1cc(OC)c2c(c1)nc(-c1ccccc1)c1c(=O)n(C)c(=O)n(C)c12 | 112 | 107 | 108 | 105 | 106 | 97 | 101 | 100 | 102
CCCCCCC(C)NCCO (centres undefined) | 115 | 105 | 117 | 106 | 105 | 97 | 112 | 95 | 123
CCN(CC)C(C(=O)NN)c1ccccc1 (centres undefined) | 107 | 97 | 103 | 98 | 96 | 97 | 97 | 101 | 82
O=Nc1c(O)ccc2cc(S(=O)(=O)O)ccc12 | 96 | 101 | 107 | 92 | 98 | 97 | 97 | 89 | 87
C[N+](C)=c1ccc2nc3c(cc(Nc4ccccc4)c4ccccc43)oc-2c1 | 52 | 62 | 55 | 74 | 56 | 57 | 76 | 47 | 87
O=C1CC(=O)N(c2nnc(/C=C/c3ccco3)c(=O)[nH]2)N1 | x | 117 | 122 | 100 | 100 | 118 | 103 | 90 | 101
CC1(C)CC(=O)C2=C(C1)N(c1ccc(OC(F)(F)F)cc1)C(N)=C(C#N)C2c1ccc([N+](=O)[O-])cc1 (centres undefined) | 90 | 97 | 105 | 90 | 99 | 88 | 96 | 76 | 58
COc1ccc(-c2cc(-c3ccc(Br)s3)[nH]c(=O)c2C#N)cc1 | 116 | 115 | 115 | 104 | 100 | 97 | 116 | 96 | 97
C=C1C(=O)O[C@H]2[C@H]1CC/C(Cn1cc(Cn3ccc4ccccc43)nn1)=C\CC[C@@]1(C)O[C@@H]21 | -14* | 66 | 18 | -63* | -77* | 71 | 69 | 41 | x
COc1ccccc1C1OC2=Nc3cc(C)c(C)cc3NC2C1=O (centres undefined) | 93 | 93 | 88 | 91 | 74 | x | 105 | 83 | -13*
CCCc1nc(C)c2c(=O)[nH]c(-c3cc(S(=O)(=O)N4CCN(CC)CC4)ccc3OCC)nn12 | 103 | 115 | 128 | 111 | 105 | 106 | 104 | 102 | 80
CC(=O)Oc1ccccc1C(=O)Nc1ccc(C(C)=O)cc1 | 114 | 101 | 106 | 106 | 105 | 100 | 112 | 103 | 81
COc1c(N2CC3CCCNC3C2)c(F)cc2c(=O)c(C(=O)N/N=C/c3ccc(Br)cc3)cn(C3CC3)c12 (centres undefined) | 14 | 97 | 86 | 73 | 90 | 88 | 92 | 65 | 103
O=c1[nH]c(=O)c2c([nH]1)oc1ccccc12 | 97 | 103 | 98 | 106 | 109 | 102 | 106 | 97 | 94
O=c1ccc2ccc(OCCN3CCCCC3)cc2o1 | 99 | 104 | 118 | 106 | 94 | 104 | 98 | 23 | 105
CCOC(=O)C1=C(CSC(=S)NC2CCCCC2)N(C)C(=O)NC1c1ccc2c(c1)OCO2 (centres undefined) | 112 | 98 | 100 | 101 | 101 | 95 | 108 | 96 | 90
CCC[S@](=O)c1ccc2nc(NC(=O)OC)[nH]c2c1 | 79 | 103 | 106 | 97 | 93 | 95 | 105 | 90 | 86
CCCCC(O)Cn1ncc(C(=O)N/N=C\c2ccc(OC(F)F)c(OCc3ccccc3)c2)c1N (centres undefined) | 94 | 52 | 78 | 80 | 89 | 87 | 87 | 48 | 89
COc1ccccc1Cc1nc(-c2ccccc2)nn(C2OC(COC(C)=O)C(OC(C)=O)C(OC(C)=O)C2OC(C)=O)c1=S (centres undefined) | 88 | 91 | 101 | 76 | 101 | 93 | 88 | 59 | 71

Reprinted at random: seven entries already listed
structure | HT29 | KM12 | DU-145 | SF-539 | SW-620 | SNB-19 | HCC-2998 | PC-3 | SNB-75
O=c1ccc2ccc(OCCN3CCCCC3)cc2o1 | 99 | 104 | 118 | 106 | 94 | 104 | 98 | 23 | 105
CCCCC(O)Cn1ncc(C(=O)N/N=C\c2ccc(OC(F)F)c(OCc3ccccc3)c2)c1N (centres undefined) | 94 | 52 | 78 | 80 | 89 | 87 | 87 | 48 | 89
CCC[S@](=O)c1ccc2nc(NC(=O)OC)[nH]c2c1 | 79 | 103 | 106 | 97 | 93 | 95 | 105 | 90 | 86
COc1c(N2CC3CCCNC3C2)c(F)cc2c(=O)c(C(=O)N/N=C/c3ccc(Br)cc3)cn(C3CC3)c12 (centres undefined) | 14 | 97 | 86 | 73 | 90 | 88 | 92 | 65 | 103
CCOC(=O)C1=C(CSC(=S)NC2CCCCC2)N(C)C(=O)NC1c1ccc2c(c1)OCO2 (centres undefined) | 112 | 98 | 100 | 101 | 101 | 95 | 108 | 96 | 90
CC(=O)Oc1ccccc1C(=O)Nc1ccc(C(C)=O)cc1 | 114 | 101 | 106 | 106 | 105 | 100 | 112 | 103 | 81
COc1ccccc1Cc1nc(-c2ccccc2)nn(C2OC(COC(C)=O)C(OC(C)=O)C(OC(C)=O)C2OC(C)=O)c1=S (centres undefined) | 88 | 91 | 101 | 76 | 101 | 93 | 88 | 59 | 71

Next part:
structure | HT29 | KM12 | DU-145 | SF-539 | SW-620 | SNB-19 | HCC-2998 | PC-3 | SNB-75
CCN(CC)c1ccc(/C=C2/NC(=O)NC2=O)cc1 | 17 | 20 | 64 | 6.6* | 29 | 61 | 40 | 66 | 59
COc1ccc(C2=Nc3c(N)nc(SC)nc3NC(c3ccc4c(c3)OCO4)C2)cc1 (centres undefined) | 60 | 76 | 108 | 103 | 82 | 79 | 125 | 57 | 87
c1ccc2nc3c4ccccc4c4ccccc4c3nc2c1 | 101 | 97 | 107 | 97 | 94 | 104 | 108 | 90 | 81
O=C(c1ccccc1)C(Nc1cccc([N+](=O)[O-])c1)c1ccccc1 (centres undefined) | 103 | 90 | 101 | 116 | 104 | 93 | 99 | 78 | 101
CCC1S/C(=N\N=C(/C)c2ccc[nH]2)N(c2ccccc2)C1=O (centres undefined) | 87 | 112 | 122 | 119 | 93 | 106 | 104 | 94 | 105
CCCCNc1nc(SCc2ccc(Cl)cc2Cl)ncc1C | 88 | 94 | 104 | 107 | 100 | 95 | 93 | 79 | 87
Cc1nn(-c2ccccc2)c2[nH]c(-c3ccc(Cl)cc3)c(C3C(=O)Nc4ccc(Cl)cc43)c12 (centres undefined) | 64 | 57 | 91 | 104 | 59 | 84 | 88 | 32 | 61
CC(N)c1ccc2ccccc2c1O (centres undefined) | 112 | 103 | 112 | 92 | 103 | 97 | 110 | 91 | 122
CCC(C)C(N)C(=O)NC(CC(N)=O)C(=O)NC(CC(C)C)C(=O)NC(CCCCN)C(=O)NC(C)C(=O)NC(CC(C)C)C(=O)NC(C)C(=O)NC(C)C(=O)NC(CC(C)C)C(=O)NC(C)C(=O)NC(CCCCN)C(=O)NC(CCCCN)C(=O)NC(C(=O)NC(CC(C)C)C(N)=O)C(C)CC (centres undefined) | 105 | 90 | 58 | 36 | 103 | 98 | x | 81 | 85
CCOC(=O)c1sc(NC(=O)NC2CCCCC2)nc1C | 85 | 108 | 118 | 105 | 93 | 98 | 112 | 119 | 109
Cc1nc(/C=c2\sc3n(c2=O)C2C(NN=3)N(C)C(=O)N2C)cn1C (centres undefined) | 106 | 104 | 111 | 101 | 101 | 99 | 107 | 96 | 99
Cc1ccc(S(=O)(=O)Nc2nc(-c3ccc(Cl)cc3)c(C#N)c(N3CCCCC3)n2)cc1 | 118 | 104 | 116 | 103 | 103 | 102 | 113 | 102 | 108
O=C1/C(=C/c2ccc(Oc3ccnc(N4CCOCC4)n3)cc2)CC/C1=C\c1ccc(Oc2ccnc(N3CCOCC3)n2)cc1 | 83 | 92 | x | 87 | 89 | 84 | 87 | 84 | 77
CN(C)C(=S)N(C)C | 96 | 109 | 110 | 99 | 107 | 110 | 103 | 93 | 86
CCCCC(C(=O)O)C1CCCCC1 (centres undefined) | 94 | 91 | 140 | 103 | 114 | 99 | 119 | 110 | 77
COc1ccc(-c2ccc(=O)n(-c3ccc(S(N)(=O)=O)cc3)n2)cc1 | 99 | 91 | 121 | 98 | 107 | 99 | 96 | 96 | 75

Compounds shown so far that have a furan ring, fused or not (two):
structure | HT29 | KM12 | DU-145 | SF-539 | SW-620 | SNB-19 | HCC-2998 | PC-3 | SNB-75
O=C1CC(=O)N(c2nnc(/C=C/c3ccco3)c(=O)[nH]2)N1 | x | 117 | 122 | 100 | 100 | 118 | 103 | 90 | 101
O=c1[nH]c(=O)c2c([nH]1)oc1ccccc12 | 97 | 103 | 98 | 106 | 109 | 102 | 106 | 97 | 94

Further records follow:
structure | HT29 | KM12 | DU-145 | SF-539 | SW-620 | SNB-19 | HCC-2998 | PC-3 | SNB-75
CC(=O)C1(C)CCC2C3C=C(C)C4=CC(=O)CCC4(C)C3CCC21C (centres undefined) | 83 | 79 | 100 | 87 | x | 95 | 90 | 54 | 106
CC1(C)CC(=O)C2=C(C1)N(c1ccc(OC(F)(F)F)cc1)C(N)=C(C#N)C2c1ccc(F)c(Br)c1 (centres undefined) | 87 | 102 | 102 | 97 | 99 | 92 | 105 | 85 | 88
CCN(CC)CCNC(Cc1ccccc1)c1ccc(OCc2ccccc2)cc1 (centres undefined) | 15 | 81 | 99 | 57 | 77 | 89 | 45 | 57 | 71
COc1ccc2nc(C)cc(SCc3nccc(OCC(F)(F)F)c3C)c2c1 | 71 | 88 | 90 | 85 | 97 | 86 | 82 | 74 | 97
CCOC(=O)c1cc(CC)sc1NC(=O)CC(C)=O | 48 | 47 | 48 | 56 | 50 | 30 | 69 | 36 | 45
CN1C(=O)NC2NC(=[N+]3CCOCC3)NC21 (centres undefined) | 107 | 104 | 113 | 94 | 97 | 99 | 114 | 99 | 87
CCNC(=O)N1CCc2c(Cl)c3c(c(OC)c2[C@@H]1[C@H]1OCc2c1ccc(OC)c2OC)OCCO3 | 13 | 19 | 11 | -41* | 18 | 31 | 61 | 21 | 1.8*
COc1cc(CSc2nc3ccc(C)cc3c(=O)n2Cc2ccccc2)cc(OC)c1OC | 10 | 25 | 9.8* | -16* | 26 | 58 | 43 | 46 | -4.1*
CC(=O)Nc1ccc(C(=O)/C=C/c2ccc(N(C)CCO)cc2)c(O)c1 | 102 | 88 | 93 | 96 | 91 | 83 | 97 | 90 | 106
N#Cc1ccc(-c2nn(-c3ccc(C(=O)O)cc3)cc2CNc2ccc(Br)cc2)cc1 | 80 | 45 | 85 | 60 | 72 | 47 | 64 | 50 | 78
O=C(c1ccc(Cl)cc1)C1[C@H](c2ccccc2Br)[C@@H](c2ccccc2)NC12C(=O)Nc1ccccc12 (some centres undefined) | -16* | 15 | 18 | 13 | 6.0* | 32 | 7.3* | 17 | 33
C=C(C)[C@@H]1CC[C@]2(C=O)CC[C@]3(C)[C@H](CC[C@@H]4[C@@]5(C)CCC(=NCCC(=O)O)C(C)(C)[C@@H]5CC[C@]43C)[C@@H]12 | 100 | 101 | 113 | 98 | 103 | 94 | 110 | 91 | 78
Cc1c(C(=O)NO)sc2ncnc(Nc3ccc(NC(=O)Nc4ccccc4)cc3)c12 | 95 | 95 | 100 | 96 | 98 | 100 | 99 | 97 | 76
Fc1ccc(-c2nc(-c3ccc(Cl)cc3)cn3ccnc23)cc1 | 86 | 92 | 97 | 84 | 87 | 86 | 97 | 78 | 73
CCOC(=O)CN1C(=O)c2ccc3c4c(ccc(c24)C1=O)C(=O)N(CC(=O)OCC)C3=O | 97 | 90 | 103 | 114 | 112 | 107 | 105 | 86 | 109
COc1cc(/C(N)=N/OC(=O)CSc2nc3ccccc3s2)cc(OC)c1OC | 107 | 100 | 105 | 95 | 99 | 97 | 105 | 93 | 89
COc1cc(-c2nc(-c3ccccc3)[nH]c2-c2ccnc(NCCCNS(=O)(=O)c3ccc(Cl)cc3)n2)ccc1Cl | 41 | 53 | 72 | 78 | 79 | 76 | 104 | 36 | 98
c1cc(-c2nc(N3CCOCC3)c3c4c(sc3n2)CCCCCC4)ccn1 | 82 | 80 | 99 | 99 | 110 | x | 109 | 65 | 84
Cc1ccc(NC(=O)Oc2ccc(C#N)cc2)cc1Cl | 109 | 111 | 116 | 98 | 105 | 104 | 107 | x | 110
N=C(c1ccccc1)N(Cc1ccccc1)Cc1ccccc1 | 53 | 101 | 111 | 103 | 89 | 100 | 106 | 81 | 98
COc1ccc(/C=C2\C=C(c3ccc(Cl)c(Cl)c3)N(C(=O)c3ccccc3)NC2=O)cc1 | 100 | 93 | 100 | 93 | 101 | 92 | 109 | 75 | 79
Nc1nc(-c2ccc(Cl)cc2)c2cc[nH]c(=O)c2n1 | 98 | 120 | 113 | 103 | 107 | 105 | 108 | 97 | 93
CCOC(=O)CNC=O | 100 | 106 | 113 | x | 107 | 91 | 100 | 93 | 100
COC(=O)[C@]12CCC(C)(C)C[C@H]1[C@H]1C(=O)C[C@@H]3[C@@]4(C)CC[C@H](OC(C)=O)C(C)(C)[C@@H]4CC[C@@]3(C)[C@]1(C)CC2 | 88 | 86 | 104 | 84 | 88 | 88 | 106 | 59 | 81
Cc1cc(C)cc(C(=O)c2cc(Cl)ccc2OCCn2c(=O)ccn(CCOc3ccc(C#N)cc3)c2=O)c1 | 76 | 73 | 87 | 78 | 85 | 69 | 72 | 38 | x
OC1(O)CCN(Cc2ccccc2)CC1 | 112 | 105 | 114 | 108 | 89 | 95 | 98 | 98 | 95
